FUS suppressor – rescues growth of FUS-expressing yeast; S. cerevisiae FUS-expressing, growth rescue, OD600, 24 h; Potency, µM (highest dose often 76.6 µM), inactives show at the highest dose growth rescue (activation), most hits filed as activators; 390,000 tested, 0.24% active;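 further: potency means the concentration at half of the fitted maximal effect; plate controls were DMSO vehicle for no effect and reference control for full effect; nearly all actives have a fitted effect of over 55% in size; some results filed as inactive show a strong effect at the top dose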
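Quantitative HTS measuring growth restoration of FUS-toxic yeast. Galactose-induced cells (OD 0.005) were exposed 24hr at 30C to compounds at several concentrations, then absorbance at 600 nm was recorded.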
PTHR1 ag – PTHR1 (human) receptor agonism; Potency, µM (doses to about 115 µM), without a hit: at the top dose activation, most hits filed as activators; AID 743266; 410,000 tested, 0.075% active; HEK293 GP2 PTHR1 cells, GloSensor cAMP luminescence, 1 h; further: potency means the concentration at half of the fitted maximal effect; nearly all actives have a fitted effect of over 55% in size; some results filed as inactive show a strong effect at the top dose; inactives centre near -15; many of its hits are not listed in these tables
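HEK-293-derived GP2 cells expressing PTHR1 and a GloSensor cAMP reporter, 3,000/well, plated overnight, given luciferin plus IBMX (each 0.5 mM as added) for 1 h at 37 °C, then compound for 1 h at 37 °C. Luminescence was read after 15 min at room temperature.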
D3 antag – blocks the human D3 dopamine receptor; P35462; D3R cells, DiscoveRx beta-arrestin luminescence, antagonist mode; active compounds read low; max response, negative = inhibition, %; 360,000 tested, 2.5% active; AID 652054; in the data active means max response below about -50%; inconclusive means no clear call, values can overlap the other calls; further: on the % scale 0 is the no-effect control and ±100 the full control effect; mostly tested at two doses, the higher about 12 µM
Target sequence (P35462 whole entry, looked up): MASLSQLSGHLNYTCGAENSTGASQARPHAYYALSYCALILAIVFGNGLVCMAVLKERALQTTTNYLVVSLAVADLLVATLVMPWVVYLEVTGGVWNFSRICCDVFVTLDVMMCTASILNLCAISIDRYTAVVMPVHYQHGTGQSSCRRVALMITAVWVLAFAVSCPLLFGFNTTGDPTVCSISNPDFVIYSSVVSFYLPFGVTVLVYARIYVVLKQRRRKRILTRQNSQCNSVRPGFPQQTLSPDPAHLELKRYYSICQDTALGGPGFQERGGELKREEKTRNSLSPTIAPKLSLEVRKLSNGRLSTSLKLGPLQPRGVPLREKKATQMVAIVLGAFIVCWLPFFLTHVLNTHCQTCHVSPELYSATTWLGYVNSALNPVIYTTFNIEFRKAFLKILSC
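Cells plated overnight at 1500 cells/well, then exposed to library compounds with dopamine controls for 90 minutes at 37 degrees C. DiscoveRx reagent added for 30–60 minutes at room temperature; luminescence read, quantitative HTS format.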
GLP1R inv ag – GLP-1 receptor (human) inverse agonism; HEK293 GLP-1R CRE-luciferase, luminescence, 24 h; GLP-1R form is constitutively active; Potency, µM (series often up to 38.3 µM), without a hit: at the top dose activity change, negative = inhibition, usual class: inhibitors; P43220; 410,000 tested, 1.6% active; further: potency means the concentration at half of the fitted maximal effect; on the % scale 0 is the no-effect control and ±100 the full control effect; nearly all actives have a fitted effect of over 55% in size
Target sequence (P43220 whole entry, looked up): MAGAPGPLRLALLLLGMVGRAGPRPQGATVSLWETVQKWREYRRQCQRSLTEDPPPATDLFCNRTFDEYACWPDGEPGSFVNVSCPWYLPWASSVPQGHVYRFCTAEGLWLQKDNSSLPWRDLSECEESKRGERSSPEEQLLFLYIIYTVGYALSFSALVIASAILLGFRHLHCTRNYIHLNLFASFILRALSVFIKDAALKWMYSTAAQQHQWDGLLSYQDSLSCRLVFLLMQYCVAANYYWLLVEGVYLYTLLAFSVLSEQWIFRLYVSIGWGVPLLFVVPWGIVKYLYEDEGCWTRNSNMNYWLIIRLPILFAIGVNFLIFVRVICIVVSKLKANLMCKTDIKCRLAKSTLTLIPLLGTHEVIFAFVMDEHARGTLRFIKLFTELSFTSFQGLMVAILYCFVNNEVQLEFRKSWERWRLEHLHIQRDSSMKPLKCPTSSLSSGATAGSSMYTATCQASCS
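Using stably transfected HEK293 (constitutively active GLP-1R, cAMP-luciferase reporter), compounds were incubated 24 hr and luciferase measured by luminescence.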
Abeta rescue – compounds reversing amyloid beta toxicity in yeast. yeast expressing A-beta42, growth rescue, OD600, 48 h; response scale: 0% DMSO, 100% iron-clioquinol control. Potency, µM (titrated, usually from 46.1 µM), without a hit: at the top dose growth rescue, actives largely listed as activators. 410,000 tested, 0.063% active. AID 1347071; further: potency means the concentration at half of the fitted maximal effect; nearly all actives have a fitted effect of over 55% in size
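Yeast growth medium received pinned compounds, then yeast cells expressing toxic A-beta were added; plates incubated at 30 C for 48 hr. Growth read as absorbance at 600 nm, normalized to DMSO and equimolar FeCl3 plus clioquinol controls.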
pAkt inh – blocks phosphorylation of Akt | Neuro2A IGF-stimulated pAkt S473 HTRF, 20 min; active compounds read low | activity change, % for hits at 50 µM | 360,000 tested, 0.32% active | AID 651550; in the data active means activity change below about -80%; inconclusive means mostly about -51% to -80%; further: on the % scale 0 is the no-effect control and ±100 the full control effect
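Neuro2A cells in DMEM with 0.5% FBS, overnight at 37 deg C, given compound at single 50 µM final, then IGF (6 nM final) for 20 min at 37 deg C. Lysed; phospho-Akt Ser473 by HTRF after 24 h, 665/615 ratio.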
GLP-1R agonist – agonists of human GLP-1 receptor; 380,000 tested, 0.007% active; AID 624172; P43220; Potency, µM (doses to about 45.6 µM), without a hit: top-dose activation, actives largely listed as activators; HEK293 GLP-1R CRE-luciferase, luminescence, 4-6 h; cells express a hypersensitive GLP-1R form; further: potency means the concentration at half of the fitted maximal effect; % of control where 0% means no effect
TDP-43 yeast inh – rescues yeast growth from TDP-43 toxicity. AID 652104. 410,000 tested, 1.8% active. Potency, µM (series often up to 46.1 µM), for the others: top-dose growth rescue (activation), usual class: activators. TDP-43 expressing yeast growth rescue, BacTiter-Glo, 24 h; further: potency means the concentration at half of the fitted maximal effect; % of control where 0% means no effect; nearly all actives have a fitted effect of over 50% in size
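Luminescence from BacTiter-Glo reports growth of TDP-43-expressing yeast after 24 hr at 30 deg C with compound. Cells were raffinose-pregrown to mid-log, then seeded in galactose medium at OD600=0.02.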
aSyn yeast inh – alpha-synuclein toxicity inhibition in yeast; Yeast expressing alpha-synuclein, growth rescue, BacTiter-Glo, 24 h; Potency, µM (series often up to 46.1 µM), without a hit: at the highest dose growth rescue (activation), hits mostly activators; 370,000 tested, 0.14% active; AID 652106; further: potency means the concentration at half of the fitted maximal effect; % of control where 0% means no effect; nearly all actives have a fitted effect of over 65% in size
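Screening used galactose-induced yeast with toxic alpha-synuclein levels, exposed to compound for 24 hr at 30 deg C. Cell growth, read with BacTiter-Glo luminescence, gave the measured signal.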
* = called active by the depositor; i = inactive; ? = inconclusive; . = not tested or not shown; & = joins results of further samples; [ ] = remark or other dose. Unless noted, the call rests on the fitted dose curve; in most records, active means well fitted curve in the direction sought with a large enough effect; inconclusive means small, poorly fitted or top-dose-only effect, or another doubt; inactive means no such curve, though single readings can be large; an effect the other way counts as inactive or inconclusive. These rows are one share of the data, so the mix of outcomes need not match the whole.

SMILES	FUS suppressor	PTHR1 ag	D3 antag	GLP1R inv ag	Abeta rescue	pAkt inh	GLP-1R agonist	TDP-43 yeast inh	aSyn yeast inh
Cc1ccc2c(c1)N(C(=O)CCC(=O)NCc1cccc(F)c1)CC(C)O2 (stereo not given)	-3.2%	3.9%	.	?	-15.6%	.	.	17.8%	.
Cc1ccc(CN2CCSCC2)c(C)c1	-29.1%	i	3.4	14.8%	9.3%	i	2.0%	11.8%	0.6%
O=C(NCc1nc2ccccc2[nH]1)c1cccc(S(=O)(=O)N2CCOCC2)c1	11.5%	i	14.6	-21.9%	-2.7%	i	-6.0%	-25.2%	-15.1%
N#Cc1ccccc1OCC(=O)NCC(c1ccc(F)cc1)N1CCOCC1 (stereo not given)	-27.2%	i	3.2	-7.2%	-0.7%	i	-2.2%	6.9%	3.2%
CC(C)Oc1ccc(CNC(=O)c2cc3ccccn3n2)cc1	-3.4%	-71.9%[inhibitor]	.	29.7%	-16.6%	.	.	6.6%	.
CCCCCCCOC1(c2ccccc2)OC(=O)c2ccccc21 (stereo not given)	14.9%	i	-27.4	-21.0%	-0.1%	i	-5.1%	-18.9%	-2.7%
CN(C(=O)c1cccc(NC(=O)Cc2cccc(NC(=O)C3CCCN(C(=O)C4CCCC4)C3)c2)c1)C1CCC1 (stereo not given)	39.9%	i	15.2	23.3%	-4.8%	i	-0.8%	-17.9%	1.3%
CCOc1ccc(NCCC(=O)c2ccc3c(c2)OCO3)cc1	33.8%	i	-13.8	2.7%	-37.1%[inhibitor]	i	17.8%	-47.9%[inhibitor]	-14.8%
CC(OC(=O)c1oc2ccccc2c1COc1ccccc1)C(=O)NC(N)=O (stereo not given)	?	25.4%	-4.2	-20.8%	9.6%	i	22.0%	-25.6%[0.397 µM]	15.3%
COCCN1C(=O)N[C@@H](c2ccccc2)C(C(C)=O)=C1C	-18.8%	i	4.2	22.4%	-9.7%	i	11.2%	1.7%	-12.1%
CCCCc1nc(NCC2CCCO2)c(C#N)c2c1COC(C)(C)C2 (stereo not given)	1.5%	i	1.2	-20.9%	12.2%	i	7.3%	18.7%	-3.0%
COc1c(F)c(F)c(C(=O)O)c(Nc2cc(C)cc(C)c2)c1F	24.5%	i	-5.2	-5.5%	-16.8%	i	-0.3%	-6.5%	-4.3%
Cc1cccc(-n2ncc3c2CCCC3NC(=O)CCc2cccnc2)c1C (stereo not given)	18.7%	?	0.0	-16.1%	-2.2%	i	-4.9%	3.6%	-3.5%
CC1(C)Cc2ccccc2-c2nnc(SCC(=O)N3CCc4ccccc43)n21	24.9%	-7.2%[57.5 µM]	-28.2	3.9%	-5.3%	i	0.5%	-1.2%	-4.3%
N#CCCN(C(=O)CN1C(=O)NC2(CCCC2)C1=O)c1ccccc1F	-1.6%	i	-2.4	8.1%	1.8%	i	-1.6%	0.0%	-1.8%
CCCc1cc(=O)n2[nH]c(-c3ccc(Br)cc3)cc2n1	9.9%	-19.1%	0.0	?	19.6%	i	-15.0%	-11.0%	-0.3%
Nc1nc(SCC(=O)N2CCOCC2)n[nH]1	-13.6%	-30.9%[inhibitor]	1.3	12.5%	-0.6%	i	0.9%	4.6%	-1.5%
COc1ccc(S(=O)(=O)N2CCN(CC(=O)Nc3ccccc3OC)CC2)cc1	-11.8%	-2.7%	2.4	4.5%	12.9%	i	-4.0%	-2.3%	-2.7%
N#Cc1c(SCC(=O)N2CCCCC2)nsc1SCC(=O)N1CCCCC1	1.6%	-22.5%[57.5 µM]	2.5	-10.6%	7.7%	i	-6.7%	-2.4%	15.1%
CC(C)=N/N=C1/NC(=O)C(CC(=O)Nc2cc(Cl)ccc2C)S1 (stereo not given)	.	i	-7.6	14.3%	9.5%	i	0.6%	0.0%	0.4%

Record cards, as listed above. Order of screens: FUS suppressor, PTHR1 ag, D3 antag, GLP1R inv ag, Abeta rescue, pAkt inh, GLP-1R agonist, TDP-43 yeast inh, aSyn yeast inh
CC(C)Oc1ccc(CNC(=O)c2cc3ccccn3n2)cc1 as listed: -3.4%, -71.9%[inhibitor], ., 29.7%, -16.6%, ., ., 6.6%, .
N#CCCN(C(=O)CN1C(=O)NC2(CCCC2)C1=O)c1ccccc1F as listed: -1.6%, i, -2.4, 8.1%, 1.8%, i, -1.6%, 0.0%, -1.8%

More structures follow:
SMILES	FUS suppressor	PTHR1 ag	D3 antag	GLP1R inv ag	Abeta rescue	pAkt inh	GLP-1R agonist	TDP-43 yeast inh	aSyn yeast inh
COc1ccc(NC2=NCC(=O)N2c2ccccc2F)cc1	11.5%	i	8.3	1.3%	13.8%	i	1.0%	9.5%	0.0%
COCCn1cnc2c1c(=O)n(CC(=O)OCC(=O)NCCCc1ccccc1)c(=O)n2Cc1ccccc1	41.0%	-19.2%	9.1	-10.1%	10.7%	i	7.0%	2.7%	-2.8%
Cc1cc(C)cc(NC(=O)c2ncn(-c3ccccc3)n2)c1	-15.6%	-1.3%	.	?	-13.9%	.	.	?	.
CC(=O)c1cnc(Nc2nc(C)c3ccc(C)cc3n2)nc1C	9.9%	i	-14.4	17.5%	-1.1%	i	1.9%	-15.2%	-1.3%
O=C(CN1CCC(NC(=O)c2ccccc2F)CC1)Nc1ccc2c(c1)OCCO2	-15.5%	i	-2.9	-8.7%	-8.2%	i	-1.2%	-1.0%	2.0%
Cc1ccn2c(NC3CCCCC3)c(-c3cccc(SC4CCCCC4)c3)nc2c1	?	-46.5%&-23.7%[inhibitor]	64.1&-8.0	?	-60.7%&-55.2%[inhibitor]	i	4.3%&3.9%	-79.4%[inhibitor]	-49.6%&-39.9%[inhibitor]
CCC(=O)NC(c1ccccc1)c1nc2ccccc2[nH]1 (stereo not given)	31.4%	-12.5%[57.5 µM]	-11.4	0.0%	3.5%	i	-2.6%	18.1%	-0.4%
COc1cccc(NC(=O)Cn2c(=O)n(Cc3ccc(C(=O)NCc4ccc5c(c4)OCO5)cc3)c(=O)c3ccccc32)c1	?	i	.	0.6%	-3.4%	.	0.6%	8.8%	.
CN(C)c1cccc(NC(=O)CCc2ccccc2)c1	28.2%	-1.8%	4.5	-26.0%	14.2%	i	3.3%	14.6%	0.7%
CC(C)(C)NC(=O)c1ccccc1-c1nc2ccccc2s1	2.6%	10.0%	1.5	-13.7%	19.2%	i	10.6%	24.9%	-1.2%
COc1ccccc1CNC(=O)c1ccc2c(c1)N(Cc1cccc(Cl)c1)C(=O)c1ccccc1S2(=O)=O	?	i	.	-1.1%	-9.0%	.	.	-7.5%	.
COc1ccc(F)cc1-c1cc(NC=O)c2ncc(-c3cccc(C(F)(F)F)c3)n2c1	?	-57.2%[inhibitor]	0.0	?	13.2%	i	?	?	15.0%
Cc1ccc(-c2n[nH]c(=O)c3ccccc23)cc1S(=O)(=O)N(C)C	-25.8%	i	16.5	38.0%[activator]	-3.7%	i	-6.7%	12.6%	5.5%
Cc1cc(NC(=O)COC(=O)C2CC(=O)N(c3ccc(Cl)cc3)C2)no1 (stereo not given)	0.3%	i	-6.5	-17.4%	16.4%	i	-0.1%	-12.2%	1.2%
O=C(CSc1ccc2nnc(CCNC(=O)c3ccccc3)n2n1)Nc1ccccc1	8.5%	-72.9%[inhibitor]	-2.2	-0.6%	-29.4%	i	16.0%	-11.5%	-1.2%
COc1ccc(-c2nnc(N(C)C(=O)C3CCCO3)s2)cc1 (stereo not given)	-5.6%	-12.7%[57.5 µM]	7.6	13.0%	20.4%	.	-1.4%	8.5%	13.9%
O=C(CSc1ncc2c(n1)-c1ccccc1N(Cc1ccc(F)cc1)S2(=O)=O)c1ccc(Br)cc1	16.3%	-9.9%	.	-16.9%	7.5%	.	-0.7%	19.0%	.
COc1ccc(-c2cc(C(=O)NCCc3ccccc3)c3cc(C(C)C)ccc3n2)cc1	-0.3%	i	.	-9.4%	-11.9%	.	.	?	.
CCn1cc(CN2CCCC(C(=O)Nc3cccc(-n4cccn4)c3)C2)c(C)n1 (stereo not given)	.	-19.4%	-3.7	-14.7%	-6.1%	i	-12.5%	2.5%	0.8%
COc1cc(/C=C/C(=O)OCC(=O)c2c(N)n(C)c(=O)n(C)c2=O)ccc1OC(F)F	?	i	4.5	38.8%[activator]	-4.8%	i	4.0%	13.0%	-3.6%
CN1CCN(S(=O)(=O)c2ccc(Cl)cc2)CC1	-26.2%	-40.7%&-17.5%	5.3&-6.8	0.5%&-1.1%	4.4%&-6.6%	i	-5.9%&-5.5%	1.8%&-0.8%	1.3%&-4.6%
Cc1cccc(NC(=O)CSc2cn(CC(=O)N3CCC(C)CC3)c3ccccc23)c1C	-1.4%	-23.1%	.	14.0%	-11.8%	.	.	-0.9%	.
Cc1oc(C(C)(C)C)cc1C(=O)Nc1cccc(/C=C/C(=O)O)c1	5.6%	i	3.9	-7.2%	8.9%	i	-0.7%	12.0%	13.6%
O=C(C[n+]1ccccc1)N1CCCc2ccccc21	-23.3%	i	-53.1*	19.6%	1.0%	i	-0.8%	14.8%	-6.9%
N#CCC(=O)Nc1ccc(C(=O)OCC(=O)NC(=O)Nc2ccc3c(c2)OCCO3)cc1	?	-6.8%	13.1	10.9%	-16.6%	i	9.7%	-0.9%	-3.3%
COc1ccc(C(=O)N2CCN(c3nc4cc(C)ccc4cc3C#N)CC2)c(OC)c1	25.7%	-14.1%[57.5 µM]	48.6	26.9%	17.7%	i	4.4%	?	4.3%
C[C@@H](O)C1NC(=O)[C@H](CCCCN)NC(=O)c2cc([N+](=O)[O-])cc(I)c2NCCC[C@@H](C(N)=O)NC1=O (stereo not given in full)	23.4%	15.1%	16.4	5.5%	-2.0%	i	-4.1%	2.2%	1.1%

Marked active in D3 antag, among the entries above:
compound | PTHR1 ag | D3 antag | GLP1R inv ag | pAkt inh | GLP-1R agonist
O=C(C[n+]1ccccc1)N1CCCc2ccccc21 | i | -53.1* | 19.6% | i | -0.8%
